PERK inhibitor = inhibitors of human PERK kinase; inhibition, % at 5.6 µM; 0.17% of 220,000 active; AID 1416; CHO PERK-DD fusion, SEAP luminescence translation reporter;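 active = inhibition above the mean inhibition of all tested compounds plus 3 SD, set separately per screening campaign, cut at about 2.9% in these data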;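 also: PERK kinase domain activated by AP20187 dimerizer at 100 nM; 0% = DMSO with dimerizer and 100% = rapamycin at 8.4 µM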
KCC2 mod = modulators of human KCC2 chloride dependent transport | KCC2 cells, thallium flux FluoZin-2 fluorescence | B-score of Tl+ flux slope (higher = more flux/activation; lower = inhibition) at 10 µM | 2.2% of 190,000 active | AID 1456;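 active = thallium flux slope and its plate-corrected score both differing from the plate sample mean at a set confidence after two filtering rounds, in either direction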;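 also: slope of fluorescence scaled to starting intensity during 10 to 20 s after thallium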
Furin inhibitor = blocks human furin protease activity. P09958. purified furin, fluorogenic substrate cleavage. inhibition, % at 30 µM. 0.061% of 220,000 active. AID 463115; in the data active = inhibition above about 25%; also: inactives centre near -15
Target sequence (P09958 108-714 limits assumed): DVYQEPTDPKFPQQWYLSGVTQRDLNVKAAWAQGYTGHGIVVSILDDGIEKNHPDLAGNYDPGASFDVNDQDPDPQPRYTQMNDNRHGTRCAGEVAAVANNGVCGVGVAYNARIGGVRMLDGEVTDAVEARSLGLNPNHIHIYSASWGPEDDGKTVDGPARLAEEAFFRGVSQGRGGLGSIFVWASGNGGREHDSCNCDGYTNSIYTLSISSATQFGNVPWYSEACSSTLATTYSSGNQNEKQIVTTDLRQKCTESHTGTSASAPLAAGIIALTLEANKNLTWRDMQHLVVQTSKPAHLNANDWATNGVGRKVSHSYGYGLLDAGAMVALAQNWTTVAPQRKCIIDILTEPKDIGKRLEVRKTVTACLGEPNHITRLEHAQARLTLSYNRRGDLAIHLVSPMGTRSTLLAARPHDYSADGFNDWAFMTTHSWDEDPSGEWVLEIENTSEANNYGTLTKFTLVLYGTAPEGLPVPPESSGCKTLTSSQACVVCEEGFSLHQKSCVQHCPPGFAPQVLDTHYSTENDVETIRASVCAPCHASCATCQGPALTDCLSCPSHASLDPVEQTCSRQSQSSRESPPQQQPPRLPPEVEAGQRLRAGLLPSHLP
KLK5 inh = kallikrein 5 (human) inhibition; Q9Y337; 0.59% of 210,000 active; recombinant hK5, fluorogenic AMC substrate cleavage; inhibition, % at 5 µM;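 active = inhibition of 40% or more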;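 also: 0% = enzyme controls without compound and 100% = no-enzyme blanks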
FXIa inh 1536 = factor XIa (human) inhibition; P03951; purified FXIa, Boc-Glu-Ala-Arg-AMC fluorogenic substrate; inhibition, % at 5 µM; 0.14% of 220,000 active; AID 798;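 active = inhibition of at least 40%; inactive = inhibition below 40%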;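 also: fluorescence of freed AMC excited at 355 nm; 0% = enzyme without compound and 100% = no enzyme blank; many of its hits are not listed in these tables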
Rad51 HR inh = blocks human Rad51 in homologous recombination; Q06609; hRad51 DNA strand exchange, fluorescence dequenching; inhibition, % at 10 µM; 0.085% of 200,000 active; AID 1385;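 active = inhibition above 40% at the single screening dose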;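 also: 0% = DMSO control wells and 100% = blanks with heterologous ssDNA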
Target sequence (Q06609 whole entry, looked up): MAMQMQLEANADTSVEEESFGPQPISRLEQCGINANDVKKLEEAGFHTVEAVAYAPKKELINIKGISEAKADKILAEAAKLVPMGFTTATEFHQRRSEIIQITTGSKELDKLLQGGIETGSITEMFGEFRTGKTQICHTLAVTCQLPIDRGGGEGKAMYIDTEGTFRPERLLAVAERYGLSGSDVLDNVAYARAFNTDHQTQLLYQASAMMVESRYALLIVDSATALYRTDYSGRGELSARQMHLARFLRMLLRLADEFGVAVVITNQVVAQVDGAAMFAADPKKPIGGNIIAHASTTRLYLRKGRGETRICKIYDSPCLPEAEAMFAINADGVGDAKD
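material = hRad51 filaments on single-stranded DNA | reagent = Donor/quencher-labelled 47-bp dsDNA substrate | compound = 10 µM final, single point | schedule = strand-exchange reaction 15 min at room temperature | measured by = fluorescein emission 520 nm, excitation 485 nm | read-out basis = % inhibition versus plate control and blank means | benchmarks = plate controls and plate blanks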
Thrombin inh = thrombin (human) inhibition. 0.26% of 220,000 active. inhibition, % at 5 µM. alpha-thrombin, Boc-VPR-AMC fluorogenic substrate cleavage. P00734;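 active = inhibition at or above 40%; inactive = inhibition below 40%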;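 also: 0% = enzyme with no compound and 100% = wells without enzyme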
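Material: Human alpha-thrombin protein | Buffer or medium: pH 7.5 Tris-saline with Tween 20 | Reagent: Boc-VPR-AMC substrate, 15 µM final | Schedule: Reaction at ambient temperature | Detection: AMC fluorescence at 355 nm excitation and 460 nm emission | Evaluation: Percent inhibition scaled between no-compound controls and no-enzyme blanks | Controls: no-compound enzyme wells and no-enzyme blanks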
Calpain2 inh = blocks pig calpain II enzyme activity. purified calpain II, fluorogenic peptide substrate, 30 min. inhibition, % at 16 µM. 0.37% of 220,000 active;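 active = inhibition above about 50%, limit read from the data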
FXIIa inh 1536 = factor XIIa (human) inhibition; P00748; purified FXIIa, Boc-QGR-AMC fluorogenic substrate, 2 h; inhibition, % at 5 µM; 0.3% of 220,000 active; AID 800; in the data active = inhibition above about 40%;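 also: 0% = enzyme with no compound and 100% = blank without enzyme; many of its hits are not listed in these tables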
* = called active by the depositor; / = not tested or not shown; [ ] = dose if it differs, or a comment. The list is partial; rates above refer to the full screens.

nr	structure	FXIIa inh 1536	Rad51 HR inh	Thrombin inh	Calpain2 inh	KCC2 mod	Furin inhibitor	FXIa inh 1536	KLK5 inh	PERK inhibitor
1	CC(CCc1ccccc1)NCC(O)c1cccc([N+](=O)[O-])c1 (centres undefined)	11.9	-97.6	-0.1	-22.5	-1.38	-23.7	-1.6	0.3	-1.1
2	Cc1sc(NC(=S)NC(=O)c2cccs2)nc1-c1ccc(C(C)C)cc1	-1.4	2.3	6.6	62.4*	/	-11.5[20 µM]	0.7	-12.8	0.9
3	Cc1ccccc1C(=O)NNC(=O)CSc1nc2ccccc2c(=O)[nH]1	9.4	-0.8	-0.4	-13.2	-0.872	-20.9	-2.8	1.5	1.1
4	CCc1nc2ccccc2c(C(=O)OCC(=O)NCCCN2CCCC2=O)c1C	21.0	/	-10.3	-25.2	-0.739	-19.8	1.5	-15.1	-0.1
5	Cc1ccc2[nH]c3c(NCCN4CCOCC4)ncnc3c2c1	4.6	/	-0.2	-60.3	-0.246	-16.4	-4.0	-15.7	-0.4
6	O=C(Cc1ccc2c(c1)OCCO2)N1CCN(S(=O)(=O)c2ccccc2C(F)(F)F)CC1	7.7	4.8	-10.1	18.3	-0.753	-2.1	-1.1	-7.4	-1.1
7	Cc1nc(-c2ccccc2)sc1C(=O)/C=C/N(C)C	-0.5	0.3	3.5	5.0	-0.0976	0.1	-2.3	-15.4	0.7
8	COc1cccc(CN(CC(=O)NC2CCCC2)C(=O)Cn2nnc(-c3cccs3)n2)c1	3.9	0.4	-6.8	-23.1	-0.684	-15.0[20 µM]	1.0	0.4	-1.0
9	O=C(Cc1ccc(Cl)cc1)NN1C(=O)c2ccccc2C1=O	13.1	11.6	-2.0	15.5	0.275	-11.4	6.8	-19.4	1.1
10	Cc1cccc(NC(=O)NC(=S)NC(=O)c2ccccc2)c1	6.9	7.3	-0.5	3.6	16.4*	-6.5	11.6	-2.2	-0.3
11	CC(Sc1nnnn1C)C(=O)NC1CCCc2ccccc21 (centres undefined)	3.6	10.0	-7.2	-27.2	0.165	-28.7	-2.6	-5.2	0.3
12	CCN(CCCNC(=O)C1CCN(S(=O)(=O)c2c(C)[nH]c(=O)[nH]c2=O)CC1)c1cccc(C)c1	6.1	10.3	-1.3	-44.9	/	-6.0[20 µM]	2.1	4.3	0.2
13	CCS(=O)(=O)NCCNc1ccc([N+](=O)[O-])cc1	3.4	3.8	4.1	1.7	0.421	4.2	-3.8	2.8	0.0
14	CCc1ccc(NCc2nc(-c3ccccc3)no2)cc1	11.6	-27.5	-5.8	8.9	/	-13.6	4.8	-1.3	1.0
15	CCCN(CCC)C(=O)CSc1nc2ccccc2c(=O)n1CC1COc2ccccc2O1 (centres undefined)	-1.3	-14.8	-1.8	10.0	/	-1.0[20 µM]	-4.6	-3.4	-1.1
16	CNCCc1ccccn1	16.2	2.2	-1.3	7.8	-0.551	-14.9	12.0	7.2	-0.1
17	COc1ccccc1C1/C(=C(/O)c2ccc(C)cc2)C(=O)C(=O)N1CC(C)O (centres undefined)	10.3	-7.6	1.0	0.6	-0.609	-7.1	11.9	-1.7	1.2
18	COc1ccc(/C=C/C(=O)c2ccncc2)c2ccccc12	8.1	2.3	-0.1	-15.4	-3.03	-14.8	5.5	-14.1	0.5
19	O=C(c1ccc(F)cc1)N1CCN2C(=O)c3ccccc3C12c1ccc(Cl)cc1 (centres undefined)	7.4	32.0	3.4	38.1	-0.312	-6.0	1.0	-5.0	-0.2
20	Cc1ccc(/C(N)=N/OC(=O)Cc2cccc3ccccc23)cc1	9.6	-10.4	1.8	-1.6	0.106	-21.7	0.4	4.5	-0.6
21	Brc1ccc(OCc2cn3ccccc3n2)cc1	3.2	0.1	3.6	4.1	-1.29	-14.3	-3.8	-5.6	2.0
22	COc1ccc(CC2(CO)CCN(Cc3cccc4nccnc34)CC2)cc1	6.1	-13.4	2.4	-10.5	-0.691	-14.5	-6.0	-4.2	-1.4
23	COc1cc(/C=N/NC(=O)C(C)n2nnc3ccccc32)ccc1O (centres undefined)	3.9	5.8	-6.8	19.7	-0.758	-9.5[20 µM]	-8.2	-3.3	1.5
24	O=C1C(=Cc2ccc(Br)o2)C(=O)c2ccccc21	16.3	/	25.7	8.8	-1.51	0.9	17.4	21.6	0.5
25	Cc1ccc(S(=O)(=O)N2CCN(S(=O)(=O)c3ccc(C)cc3)C2c2ccccc2)cc1	-0.1	0.1	-8.8	-7.8	/	-12.9[20 µM]	-2.8	-8.8	-0.7
26	COc1ccccc1NC(=O)c1ccccc1NS(=O)(=O)N1CCCC1	4.2	-2.8	-6.0	-22.1	/	-11.8	0.6	-12.4	-0.8
27	Cc1nc2ccc(NC(=O)c3ccc(Cl)s3)cc2s1	17.9	1.3	-2.3	-105.7	0.146	-21.2	2.0	-0.3	1.1
28	CC(NC(=O)CSc1n[nH]c(=O)n1C1CC1)C12CC3CC(CC(C3)C1)C2 (centres undefined)	5.0	-0.3	-2.3	7.1	-0.27	-15.6[20 µM]	-0.3	3.6	0.3
29	Cc1cccc(OCCC(=O)Nc2c(C)n(C)n(-c3ccccc3)c2=O)c1	-0.7	-14.8	-8.0	25.9	/	-7.8	-1.5	-4.6	1.0
30	O=C(CN1CCCCC1)NCCNC(=O)CN1CCCCC1	9.1	-3.4	-4.8	-14.6	-0.372	-20.1[20 µM]	-5.3	1.5	0.3
31	Cc1ccccc1OCc1nc2ccccc2c(=O)n1/N=C/c1cn[nH]c1-c1ccc(Br)cc1	0.9	4.7	-4.0	13.9	-0.756	-5.3	0.7	0.1	0.4
32	C=CCNC(=O)C1CCCN(S(C)(=O)=O)C1 (centres undefined)	3.0	1.7	4.0	-5.3	0.461	-14.3	16.5	2.6	-0.5
33	COC(=O)c1cc2ccsc2n1CC(=O)Nc1ccc(N(C)C)cc1	2.3	-2.1	1.6	20.4	0.0297	-15.9	-3.6	-24.3	-0.1
34	O=C(COc1ccc(Cl)cc1Cl)NN1C(=O)C2C3C=CC([C@@H]2C1=O)C31CC1 (some centres undefined)	7.4	11.1	0.5	-22.3	-0.65	-17.1	-0.2	-1.7	0.1
35	COc1cccc(-n2nnc3c(=O)n(Cc4ccc(Cl)cc4)cnc32)c1	4.0	-0.4	-6.7	-7.9	/	-20.3	-7.4	-5.0	1.0
36	O=C(Nc1ccccc1C(=O)OCC(=O)c1c[nH]c2ccccc12)c1ccco1	1.8	-2.1	-20.4	-98.6	0.234	-17.3	-1.3	-10.5	-0.1

Entries listed so far that have a furan ring, fused or not (two):
nr	structure	FXIIa inh 1536	Rad51 HR inh	Thrombin inh	Calpain2 inh	KCC2 mod	Furin inhibitor	FXIa inh 1536	KLK5 inh	PERK inhibitor
24	O=C1C(=Cc2ccc(Br)o2)C(=O)c2ccccc21	16.3	/	25.7	8.8	-1.51	0.9	17.4	21.6	0.5
36	O=C(Nc1ccccc1C(=O)OCC(=O)c1c[nH]c2ccccc12)c1ccco1	1.8	-2.1	-20.4	-98.6	0.234	-17.3	-1.3	-10.5	-0.1

Remaining list, next part:
nr	structure	FXIIa inh 1536	Rad51 HR inh	Thrombin inh	Calpain2 inh	KCC2 mod	Furin inhibitor	FXIa inh 1536	KLK5 inh	PERK inhibitor
37	CN(Cc1ccccc1)Cc1nc2scc(-c3ccccc3)c2c(=O)[nH]1	4.3	/	-7.9	-4.6	-1.11	-12.6	-1.3	-0.4	-0.2
38	CCOC(=O)N1CCC(NC(=O)Cn2ncc3ccccc32)CC1	18.4	-5.8	10.7	16.1	0.0235	-27.4	7.4	15.2	1.2
39	COC(=O)c1ccc(CSc2nc3ccc(Cl)cc3[nH]2)o1	16.6	2.5	1.5	-11.9	0.0897	-25.6[20 µM]	7.9	-8.0	-1.3
40	Cn1cc(CN2CCN(c3ccccc3)CC2)c2ccccc21	-1.0	5.4	-3.6	5.3	0.278	-18.1	-1.7	4.3	-1.3
41	Cc1cc(=O)n(C)c(=O)n1CCCCCCOc1ccc([N+](=O)[O-])cc1	9.4	4.9	3.1	9.4	-0.914	-20.3	5.9	-19.3	1.0
42	O=C(CSc1nc2c(cnn2-c2ccccc2)c(=O)[nH]1)NC1CCS(=O)(=O)C1 (centres undefined)	8.8	19.5	7.5	1.1	0.295	-30.3	0.9	-1.6	1.3
43	Cc1nnc(SC(C)C(=O)Nc2ccc(Cl)cn2)n1Cc1ccccc1 (centres undefined)	-0.6	0.7	-5.4	22.7	-1.52	-14.4	-8.9	-0.5	-1.1
44	O=C(Nc1ccc2nc(-c3ccccc3)[nH]c2c1)c1cccs1	9.2	6.2	0.5	22.6	/	-13.8[20 µM]	0.9	-6.4	-2.3
45	N#Cc1ccccc1Sc1ccccc1C(=O)N1CCOCC1	17.6	6.7	-3.3	-36.8	/	-20.3	5.5	0.9	-0.5
46	CCCCC(=O)N(Cc1ccc2c(c1)OCO2)Cc1nc2ccccc2c(=O)[nH]1	2.3	1.9	-9.8	-15.5	-0.049	-13.8	-3.6	-0.6	-0.1
47	CC(NC(=O)CN1CCc2ccccc21)c1ccccc1 (centres undefined)	3.3	-17.5	-8.2	16.0	-0.735	-16.8	-8.8	-12.2	0.1
48	O=C(CSc1nc2ccc(Cl)cc2[nH]1)Nc1ccc2c(c1)CCC2	8.4	-1.9	-3.6	-6.4	0.0624	-14.3	6.5	-2.8	0.6
49	CCOC(=O)C(=O)Nc1ccc([N+](=O)[O-])cc1OC	17.1	1.4	-1.8	-0.4	-0.566	-10.8	11.7	-9.3	0.3
50	Cc1ccc2oc(=O)n(CC(=O)c3ccc(F)cc3)c2c1	2.2	13.4	3.2	7.4	0.248	-11.5	-0.5	-6.0	0.5
51	CSc1ncc(S(=O)(=O)c2ccccc2)c(=O)[nH]1	6.4	0.6	-3.7	-6.1	0.424	-23.6	-4.1	2.7	2.0
52	COc1ccc(C(=O)CSc2nnc(CNc3ccc(C)cc3C)n2Cc2ccco2)cc1	13.1	3.2	1.5	-7.0	-1.07	-20.5	-4.5	1.5	-1.0
53	CCC1CCCCN1C(=O)CCc1nnc(Cc2c[nH]c3ccccc23)o1 (centres undefined)	8.5	10.2	-14.2	-13.9	-0.543	-29.3	1.5	0.0	0.2
54	C=CCn1c(=O)/c(=C/c2ccc(Cl)cc2)s/c1=C(/C#N)c1nnc2n1CCCCC2	13.2	-2.4	12.1	-12.8	-0.521	0.2	3.7	-13.2	-0.8
55	Cc1ccc(N(C(=O)CCC(=O)Nc2cc(C)on2)C(C(=O)NC2CCCC2)c2ccccc2)cc1 (centres undefined)	8.8	-2.4	-6.6	24.9	/	-25.0	-5.2	-2.9	0.6
56	Cc1ccc2c(c1)cc(CN(Cc1cccs1)C(=O)c1ccco1)c1nnnn12	-8.4	0.6	13.6	26.7	/	-11.4	-10.8	2.4	0.8
57	COC(=O)CS(=O)(=O)c1cccc2cccnc12	3.9	18.1	-5.9	-2.4	0.0153	-17.6	-4.0	-10.2	1.3
58	O=C(N/N=C/C(Br)=C/c1ccccc1)NC1CCCCC1	9.2	/	-2.0	11.4	-0.359	-19.1	2.7	/	0.7
59	C[C@@H]1C[C@@H]2OC(=O)[C@]3(C)[C@H]2[C@@H](OC3(C)O)[C@]2(C)C(=O)CC[C@H]12 (some centres undefined)	9.2	-2.6	1.4	6.0	0.342	-4.0	1.4	2.8	/
60	CCN(CC)CCCNC(=S)N(Cc1cccnc1)Cc1cc2cccc(C)c2[nH]c1=O	4.9	/	-2.7	13.1	1.73	-16.5	-1.5	/	2.2
